Screens: PubChem, The Scripps Research Institute Molecular Screening Center
LYPLA2 inh: LYPLA2 (human) inhibition in PME1 counter-screen. actives 0.38% (n = 320,000). inhibition, % at 5.9 µM. recombinant LYPLA2, FP-Rh probe fluorescence polarization. O95372. AID 2177;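 active means inhibition above the screen-wide mean plus 3 SD, limit set per campaign, cut at about 26% in these data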;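 further: 0% = LYPLA2 with DMSO and 100% = wells lacking LYPLA2 enzyme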
PAFAH1B3 inh: PAFAH1B3 (human) inhibition; Q15102; recombinant PAFAH1B3, FP-rhodamine probe, fluorescence polarization; inhibition, % at 3.39 µM; actives 0.28% (n = 340,000); AID 492972;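 active means inhibition above the screen-wide average of all tested compounds plus 3 SD, cut at about 25% in these data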;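 further: 0% = enzyme with DMSO only and 100% = wells lacking PAFAH1B3 protein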
GSTO1 inh: counter-screen for RBBP9 inhibitors: inhibitors of human GSTO1. recombinant GSTO1, activity-based probe fluorescence polarization. inhibition, % at 5.96 µM. actives 1.1% (n = 300,000). AID 1974;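 active means inhibition above the campaign mean inhibition plus 3 SD, cut at about 35% in these data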;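 further: 0% = GSTO1-1 with DMSO and 100% = wells lacking GSTO1-1 enzyme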
Target sequence (P78417 whole entry, looked up): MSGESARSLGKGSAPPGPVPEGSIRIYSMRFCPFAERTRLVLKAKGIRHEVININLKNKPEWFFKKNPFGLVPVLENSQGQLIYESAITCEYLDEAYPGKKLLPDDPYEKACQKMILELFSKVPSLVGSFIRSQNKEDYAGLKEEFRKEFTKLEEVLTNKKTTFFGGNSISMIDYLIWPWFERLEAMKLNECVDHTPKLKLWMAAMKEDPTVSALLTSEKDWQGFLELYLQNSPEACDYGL
pPAFAH FP inh: pPAFAH (human) enzyme inhibition; actives 1.5% (n = 330,000); inhibition, % at 3.39 µM; recombinant pPAFAH, FP-rhodamine probe fluorescence polarization;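 active means inhibition above the mean inhibition across the screen plus 3 SD, cut at about 25% in these data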;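 further: inhibitors block binding of the rhodamine activity-based probe so polarization drops; 0% = enzyme with DMSO and 100% = wells lacking pPAFAH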
PAFAH2 inh: inhibitors of human PAFAH2; Q99487; recombinant PAFAH2, FP-rhodamine activity probe, fluorescence polarization; inhibition, % at 3.39 µM; actives 0.99% (n = 340,000);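 active means inhibition above the mean over all tested compounds plus 3 SD, cut at about 30% in these data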;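 further: inhibitors block probe labeling of enzyme so polarization drops; 0% = enzyme with DMSO and 100% = wells lacking PAFAH2 protein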
PAFAH1B2 FP inh: inhibitors of human PAFAH1B2; P68402; recombinant PAFAH1B2, FP-rhodamine activity probe, fluorescence polarization; inhibition, % at 3.39 µM; actives 1.2% (n = 340,000); AID 492953;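 active means inhibition above the mean of all tested compounds plus 3 SD, cut at about 24% in these data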;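 further: 0% = enzyme with DMSO and 100% = wells lacking PAFAH1B2; many of its hits are not listed in these tables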
LYPLA1 inh: LYPLA1 (human) inhibition in PME1 counter-screen | O75608 | actives 0.16% (n = 320,000) | inhibition, % at 5.9 µM | recombinant LYPLA1, FP-Rh probe fluorescence polarization | AID 2174;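 active means inhibition above the mean of all tested compounds plus 3 SD, set per campaign, cut at about 14% in these data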;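 further: inhibitors block serine hydrolase probe labeling of LYPLA1 so polarization falls; 0% = enzyme with DMSO and 100% = wells lacking LYPLA1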
PAD4 FP inh: PAD4 (human) enzyme inhibition. Q9UM07. recombinant PAD4, RCA probe fluorescence polarization. inhibition, % at 6.36 µM. actives 0.41% (n = 330,000). AID 485272;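 active means percent inhibition above a cutoff equal to the mean of all tested compounds plus 3 SD, cut at about 15% in these data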;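 further: 0% = PAD4 with RCA probe and DMSO and 100% = probe without PAD4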
PREPL inhibitor: inhibitors of human prolyl oligopeptidase-like enzyme PREPL. Q4J6C6. recombinant PREPL, fluorescence polarization activity-based probe. inhibition, % at 5.96 µM. actives 0.68% (n = 320,000). AID 2751; in the data active means inhibition above about 43%;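 further: 0% = enzyme with DMSO and 100% = wells lacking enzyme; many of its hits are not listed in these tables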
Target sequence (Q4J6C6 whole entry, looked up): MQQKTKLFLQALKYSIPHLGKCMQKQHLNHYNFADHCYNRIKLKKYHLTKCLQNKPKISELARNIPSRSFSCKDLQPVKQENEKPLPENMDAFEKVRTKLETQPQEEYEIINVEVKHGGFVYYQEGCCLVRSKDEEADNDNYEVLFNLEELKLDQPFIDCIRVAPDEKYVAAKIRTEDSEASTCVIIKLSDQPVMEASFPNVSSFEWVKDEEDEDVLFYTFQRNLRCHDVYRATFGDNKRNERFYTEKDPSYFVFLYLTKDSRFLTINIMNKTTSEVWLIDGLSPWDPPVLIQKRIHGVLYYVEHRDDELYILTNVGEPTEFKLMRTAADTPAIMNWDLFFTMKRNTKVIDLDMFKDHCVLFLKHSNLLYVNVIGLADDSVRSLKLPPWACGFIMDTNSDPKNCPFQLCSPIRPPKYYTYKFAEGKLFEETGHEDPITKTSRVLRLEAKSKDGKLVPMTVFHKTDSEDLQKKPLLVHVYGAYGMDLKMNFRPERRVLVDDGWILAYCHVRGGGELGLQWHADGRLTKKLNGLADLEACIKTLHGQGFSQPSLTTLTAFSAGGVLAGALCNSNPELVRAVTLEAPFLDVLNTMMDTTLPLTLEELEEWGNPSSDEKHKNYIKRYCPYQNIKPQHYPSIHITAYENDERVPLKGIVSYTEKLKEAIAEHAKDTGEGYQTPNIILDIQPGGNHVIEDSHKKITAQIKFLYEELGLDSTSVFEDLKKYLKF
Starred values were filed as active, the others as inactive; . = no result given. Not all compounds are listed; rates above refer to the full screens.

SMILES	LYPLA2 inh	PAFAH1B3 inh	GSTO1 inh	pPAFAH FP inh	PAFAH2 inh	PAFAH1B2 FP inh	LYPLA1 inh	PAD4 FP inh	PREPL inhibitor
CNC(=O)Oc1cccc2ccccc12	9	1	-10	-1	6	2	3	0	12
CCCCCCCCN=Cc1c(O)[nH]c(=O)[nH]c1=O	-3	.	-8	62*	.	.	3	-1	-1
COC(=O)C1=C(N)OC(C)=C(C(C)=O)C12C(=O)N(C)c1ccccc12 (centres undefined)	0	4	1	-1	4	-4	1	1	22
Cc1nc2cc([N+](=O)[O-])ccc2c(=O)n1-c1ccccc1[N+](=O)[O-]	3	9	9	5	8	2	1	1	5
Cn1c(O)c(C2=NNC(c3ccc(Cl)cc3)C2)c(=O)n(C)c1=O (centres undefined)	3	-2	3	16	-2	7	3	4	18
O=C(c1cc(=O)[nH]c2ccc(Br)cc12)N1CCC2(CC1)OCCO2	0	5	11	-4	-2	2	0	2	-10
COc1cc(C(O)CNC(C)C)cc(F)c1OC (centres undefined)	-1	-1	3	3	-5	-2	2	3	-3
CCN(CC)CCCOC(=O)C(OC)(c1ccccc1)c1ccccc1	1	-9	-2	5	-3	0	3	0	25
CCCNC(=O)N1[C@H]2CC[C@@H]1C(C(=O)OC)=C(c1ccc3ccccc3c1)C2	0	5	.	-6	3	-2	2	-6	5
COC(=O)C1=C(c2ccc(F)cc2F)C[C@@H]2CC[C@H]1N2C(=O)NCCOc1ccccc1Cl	4	4	.	1	-5	3	2	-2	-16
COc1cccc(C2(C#N)CCN(C)CC2)c1	4	-4	2	2	1	-2	-3	2	-12
O=c1[nH]c(=O)n(-c2ccccc2)c(O)c1/C=C1/C(c2ccccc2)=Nc2ccccc21	-3	6	-8	2	0	9	-4	0	-9
O=C1NC(=O)N(c2ccc(Cl)cc2)C(=O)/C1=C\c1ccc(Sc2nc3ccccc3[nH]2)o1	-48	-45	-139	3	-40	-36	-27	-23	-4
COc1ccccc1C1=NCc2nnc(CSC)n2-c2ccc(Cl)cc21	1	8	13	-5	-6	4	0	22*	-6
Cc1nn(Cc2ccccc2)c(C)c1C(=O)O	3	5	-2	0	-1	-3	4	0	8
N#CC1=C(N)Oc2c(c(=O)oc3ccccc23)C1c1ccncc1 (centres undefined)	-3	13	-2	-2	6	0	2	-4	11
CCCCCCn1c(=O)c(C(=O)Nc2nnc(C)s2)c(O)c2ccccc21	0	.	-2	2	.	.	-5	5	-4
c1ccc(Nc2ccc(Nc3ccccc3)cc2)cc1	5	7	.	7	4	3	1	-11	36
C=CCN1CC[C@]23c4c5ccc(O)c4OC2[C@H](O)CC[C@@]3(O)[C@H]1C5 (some centres undefined)	.	-1	.	6	-6	2	.	-7	4
CN1CCN(Cc2ccc(Br)s2)CC1	4	2	1	1	0	7	0	0	-2

6 structures from above, ordered by SMILES length, ascending:
SMILES	LYPLA2 inh	PAFAH1B3 inh	GSTO1 inh	pPAFAH FP inh	PAFAH2 inh	PAFAH1B2 FP inh	LYPLA1 inh	PAD4 FP inh	PREPL inhibitor
CN1CCN(Cc2ccc(Br)s2)CC1	4	2	1	1	0	7	0	0	-2
Cc1nn(Cc2ccccc2)c(C)c1C(=O)O	3	5	-2	0	-1	-3	4	0	8
COc1ccccc1C1=NCc2nnc(CSC)n2-c2ccc(Cl)cc21	1	8	13	-5	-6	4	0	22*	-6
CCCCCCn1c(=O)c(C(=O)Nc2nnc(C)s2)c(O)c2ccccc21	0	.	-2	2	.	.	-5	5	-4
O=c1[nH]c(=O)n(-c2ccccc2)c(O)c1/C=C1/C(c2ccccc2)=Nc2ccccc21	-3	6	-8	2	0	9	-4	0	-9
O=C1NC(=O)N(c2ccc(Cl)cc2)C(=O)/C1=C\c1ccc(Sc2nc3ccccc3[nH]2)o1	-48	-45	-139	3	-40	-36	-27	-23	-4

The list continues:
SMILES	LYPLA2 inh	PAFAH1B3 inh	GSTO1 inh	pPAFAH FP inh	PAFAH2 inh	PAFAH1B2 FP inh	LYPLA1 inh	PAD4 FP inh	PREPL inhibitor
CC12CC[C@H]3[C@@H](CCC4(O)C[C@H](O)CCC34/C=N/NC(=O)c3ccccc3Cl)C1(O)CCC2C1=CC(=O)OC1 (some centres undefined)	-1	1	7	-2	-2	4	0	3	-15
O=C1NC(=O)C2(Cc3ccccc3N3CCCC32)C(=O)N1c1ccccc1 (centres undefined)	-6	11	-2	-2	0	-8	-3	-5	12
Cc1ccc(/C=C2\C(=O)NC(=O)N(Cc3ccccc3Cl)C2=O)o1	-1	-5	5	10	21	0	0	-14	-6
CN1CCN(c2ncc(C=O)s2)CC1	0	4	-4	0	5	7	2	-7	8
COc1cc(/C=N/NP(=S)(c2ccccc2)c2ccccc2)ccc1O	-1	3	-1	9	-3	4	0	0	17
CC(C)OP(=O)(OC(C)C)C(O)c1ccccc1F (centres undefined)	2	7	-2	-2	-1	4	0	-2	12
O=c1[nH]c(CN2CCNCC2)nc2ccccc12	4	3	2	-5	-3	-6	5	-4	3
COc1ccc(NC2=NCCCS2)cc1OC	12	-6	3	10	0	1	1	-1	3
Cc1cc(=O)oc2cc3c(cc12)CCCN3	-1	17	1	10	4	12	2	-4	5
c1cc(CNCCc2ccc3c(c2)OCO3)ccn1	2	6	1	4	1	0	5	-6	4
O=c1[nH]c(=O)n(Cc2ccco2)c(O)c1/C=N/N1CCCCC1	2	2	9	4	-8	1	-2	-3	3
CCCCC(CC)COC(=O)c1ccccc1C(=O)OCC(CC)CCCC (centres undefined)	1	8	9	1	1	1	-1	-5	16
Cc1ccc2c(c1)CC1(CN2C)C(=O)NC(=O)N(c2ccccc2C)C1=O (centres undefined)	0	5	1	-2	5	5	-3	3	14
Cc1ccc(O)c(C)c1	5	-5	.	1	2	-1	3	-6	4
COc1ccc(CCNC2CCCCCC2)cc1	-1	8	7	1	-7	2	-5	-1	8
CCCNC(=O)N1[C@H]2CC[C@@H]1C(C(=O)OC)=C(c1ccc(OC)c(OC)c1)C2	6	7	.	-2	-1	0	-2	-3	7
O=C(CN1C2CCC1CC(O)(c1cccnc1)C2)Nc1ccc2c(c1)OCO2 (centres undefined)	-3	1	-2	6	-8	0	-3	-2	13
COC(=O)C1=C(c2ccc(F)cc2F)C[C@@H]2CC[C@H]1N2C(=O)NCCOc1ccccc1	3	13	.	-1	-1	-1	3	5	3
NCC1(c2ccc3c(c2)OCCO3)CCCC1	1	6	-1	-1	-3	4	2	-10	1
COc1cccc(O)c1CN1CCCC(C(=O)c2sccc2C)C1 (centres undefined)	4	8	8	-2	9	1	2	-2	5
Cc1ccc(/C=C2/C(=O)NC(=O)N(CCc3ccc(F)cc3)C2=O)s1	-2	5	-3	3	6	-2	-2	1	4
COC(=O)C1=C(c2ccc(S(C)(=O)=O)cc2)C[C@@H]2CC[C@H]1N2C(=O)N1CCOCC1	1	4	-3	6	-8	4	1	0	-5
CCC(=NCCC1=CCCCC1)c1c(O)[nH]c(=O)[nH]c1=O	-10	13	2	6	5	8	-3	-1	6
COc1cc(OC)cc(C2(C#N)CCN(C)CC2)c1	3	2	-3	7	-5	4	0	-2	11
CCN1C(=O)C(=Cc2ccc(C)s2)C(=O)N(CC)C1=S	-10	-40	-26	-1	11	-13	-9	-12	-10
COc1ccc(N=Cc2c(O)n(C)c(=O)[nH]c2=O)cc1	2	1	0	3	-2	7	-3	3	-2
O=C(Nc1ccc(Cl)cc1C(=O)c1ccccc1)c1ccccc1	4	1	3	29*	4	-1	2	-1	-24
COc1cc2c(cc1OC)-c1c(OC)c(OC)cc3c1[C@H](C2)[N+](C)(C)CC3	-1	0	4	-5	4	2	-1	1	13
CN1CCC(N2CC3CC(C2)c2cccc(=O)n2C3)CC1 (centres undefined)	-2	0	4	-2	0	-7	-3	-3	17
CCN(CC)CCN/N=C(\C)c1c(O)[nH]c(=O)[nH]c1=O	2	.	7	2	.	.	0	-2	6
CN1C(=O)/C(=C/c2cccn2-c2ccc3ccccc3c2)C(=O)NC1=S	1	9	55*	39*	39*	39*	-6	-10	-81
CC(=Nc1ccc2c(c1)CCC2)c1c(O)n(C2CCCCC2)c(=O)[nH]c1=O	1	11	-1	5	-5	-2	-4	-7	8
O=C(N/N=C/c1c(O)n(C2CCCCC2)c(=S)[nH]c1=O)c1ccccc1O	0	3	-78	32*	13	13	-2	-4	-1
CCCCCCNC(=O)N[C@H](Cc1ccc(O)cc1)C(=O)NCCC[C@H]1CN2C(=NC[C@H]2CCC)N1CC1CCC1	3	.	-1	5	.	.	1	-1	33
Oc1ccc(/C=N/NP(=S)(c2ccccc2)c2ccccc2)cc1O	-7	3	20	19	3	2	-11	0	38
Cc1ccc(-n2c(O)c(C=N)c(=O)n(-c3ccc(C)cc3)c2=O)cc1	-4	12	-2	5	4	3	-3	7	-1
O=S(=O)(c1ccccc1)N1CCCCC1c1cccnc1 (centres undefined)	-1	2	1	-1	5	6	1	5	0
COC(=O)C1=C(c2cccc(OCc3ccccc3)c2)C[C@@H]2CC[C@H]1N2C(=O)NCc1ccc2[nH]ccc2c1	-3	8	.	-1	-1	5	-4	-6	35
S=C1NCCN1	-5	15	4	-4	2	3	4	0	4
O=C1CN(C(=O)COC(=O)Cc2ccccc2)c2ccccc2N1	6	0	35*	4	2	6	0	-3	-9
COc1cccc(NC(=O)CN2CC(c3ccccc3)CC2=O)c1 (centres undefined)	-9	4	-3	1	22	4	-1	0	0
COc1cccc(-n2c(-c3ccoc3)nc3ccccc3c2=O)c1	7	7	-6	7	3	2	3	2	10
O=C(Cn1ncc2c3ccccc3n(Cc3ccc(F)cc3)c2c1=O)N1CCC2(CC1)OCCO2	7	1	-1	32*	6	3	-3	-7	11
O=c1[nH]c(=O)n(CCc2ccccc2)c(O)c1C=NC1CC1	2	.	-8	3	.	.	-2	-5	7
Cc1cccc(OCC(=O)N2CCN(Cc3ccc([N+](=O)[O-])cc3)CC2)c1	5	11	6	0	-1	1	2	2	-4

Entries of single compounds, looked up by structure. Values in the order: LYPLA2 inh, PAFAH1B3 inh, GSTO1 inh, pPAFAH FP inh, PAFAH2 inh, PAFAH1B2 FP inh, LYPLA1 inh, PAD4 FP inh, PREPL inhibitor
Shown for O=C(Cn1ncc2c3ccccc3n(Cc3ccc(F)cc3)c2c1=O)N1CCC2(CC1)OCCO2 → 7, 1, -1, 32*, 6, 3, -3, -7, 11
Shown for COc1cccc(-n2c(-c3ccoc3)nc3ccccc3c2=O)c1 → 7, 7, -6, 7, 3, 2, 3, 2, 10
Shown for Cc1cccc(OCC(=O)N2CCN(Cc3ccc([N+](=O)[O-])cc3)CC2)c1 → 5, 11, 6, 0, -1, 1, 2, 2, -4
Shown for O=c1[nH]c(=O)n(CCc2ccccc2)c(O)c1C=NC1CC1 → 2, ., -8, 3, ., ., -2, -5, 7
